Compound activity deposited in PubChem BioAssay by NMMLSC.
RGS4-Gao reg = human RGS4-Galphao interaction regulation; Multiplexed bead flow cytometry, RGS4-Galphao binding; actives lie on both sides; binding response (% of control), % at 10 µM; 0.33% of 220,000 active; in the data active means binding response below about 49% or above about 150%; inactive means in between;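 further: fluorescent Galphao activated with aluminum fluoride binding bead-coupled RGS4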
Target sequence (P09471 whole entry, looked up): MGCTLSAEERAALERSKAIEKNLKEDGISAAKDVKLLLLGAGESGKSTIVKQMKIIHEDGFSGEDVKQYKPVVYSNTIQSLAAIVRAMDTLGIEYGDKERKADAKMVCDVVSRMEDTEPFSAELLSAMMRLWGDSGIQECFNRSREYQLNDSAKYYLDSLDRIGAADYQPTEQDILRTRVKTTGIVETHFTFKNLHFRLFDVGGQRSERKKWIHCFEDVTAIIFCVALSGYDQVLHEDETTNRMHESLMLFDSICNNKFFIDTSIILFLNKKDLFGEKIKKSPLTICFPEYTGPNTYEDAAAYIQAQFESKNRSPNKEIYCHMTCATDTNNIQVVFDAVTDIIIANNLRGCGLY
Bcl-2 Bim block = inhibitors of Bim-Bcl-2 interaction, human; Bead-based flow cytometry, Bim peptide-Bcl-2 binding; 0.06% of 190,000 active; inhibition, % at 10 µM; P10415; in the data active means inhibition above about 40%; inconclusive means no clear call, values can overlap the other calls;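 further: 0% = no compound wells with probe peptide and 100% = reference peptide inhibitor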
ABCG2 inh = blocks JC-1 efflux by human ABCG2 transporter | AID 1325 | IgMXP3 cells, flow cytometry | inhibition, % at 6.6 µM | 0.1% of 190,000 active;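 active means inhibition above 80%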;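 further: 0% = DMSO and 100% = nicardipine control wells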
Target sequence (Q9UNQ0 whole entry, looked up): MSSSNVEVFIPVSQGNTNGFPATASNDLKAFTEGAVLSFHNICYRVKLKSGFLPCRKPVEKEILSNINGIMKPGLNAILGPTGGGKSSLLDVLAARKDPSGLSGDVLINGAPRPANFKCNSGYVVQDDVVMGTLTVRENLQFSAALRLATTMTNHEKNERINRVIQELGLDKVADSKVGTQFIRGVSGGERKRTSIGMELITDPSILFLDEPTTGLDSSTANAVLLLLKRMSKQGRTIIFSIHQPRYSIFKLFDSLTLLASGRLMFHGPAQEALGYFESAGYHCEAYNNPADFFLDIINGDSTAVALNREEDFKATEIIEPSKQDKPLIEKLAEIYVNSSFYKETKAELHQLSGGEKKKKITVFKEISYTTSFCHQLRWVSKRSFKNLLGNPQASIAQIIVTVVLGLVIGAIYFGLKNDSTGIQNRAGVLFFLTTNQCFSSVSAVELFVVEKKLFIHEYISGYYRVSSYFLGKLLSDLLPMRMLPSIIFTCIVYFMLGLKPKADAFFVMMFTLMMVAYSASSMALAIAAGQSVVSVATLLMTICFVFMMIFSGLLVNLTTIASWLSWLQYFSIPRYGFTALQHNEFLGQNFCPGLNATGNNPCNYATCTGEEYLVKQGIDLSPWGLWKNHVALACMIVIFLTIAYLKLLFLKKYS
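Incubation: cells with compound and JC-1, 10 min at 25 °C, rotating, no wash / Test system: IgMXP3 (ABCG2) plus far-red-tagged CCRF-Adr (ABCB1) cells / Compound dosing: one concentration, 6.6 µM final / Also added: JC-1 fluorescent substrate / Evaluation: efflux inhibition in percent versus controls / Detection: flow cytometry, 530 nm JC-1 signal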
Bim-Bcl-B = human Bim-Bcl-B interaction inhibition; bead-based flow cytometry, Bim peptide-Bcl-B binding; Q9HD36; 0.073% of 190,000 active; inhibition, % at 10 µM;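 further: 0% = tracer peptide without compound and 100% = reference inhibitor peptide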
RGS7-Gao reg = human RGS7-Galphao interaction regulation; P09471; Multiplexed bead flow cytometry, RGS7-Galphao binding; actives lie on both sides; binding response (% of control), % at 10 µM; 0.35% of 220,000 active; AID 1439; in the data active means binding response below about 49% or above about 150%; inconclusive means no clear call, values can overlap the other calls; inactive means in between;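 further: fluorescent Galphao held in activated GDP-AlF4 state binding bead-coupled RGS7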
Bim-Bcl-XL = human Bim-Bcl-XL interaction inhibition; inhibition, % at 10 µM; Q07817; Bim peptide-Bcl-XL binding, bead flow cytometry, fluorescence; AID 1007; 0.04% of 190,000 active
Avidin fluor = compound fluoresces at 488/530 nm on avidin beads | AID 1775 | fluorescence (KMESF) at 10 µM | compound fluorescence 488/530 nm, flow cytometry; stronger effect = higher value | 0.38% of 220,000 active; in the data active means fluorescence above about 47; further: inactives centre near 10
Bim-Bfl-1 = human Bim-Bfl-1 interaction inhibition; Q16548; Bead-based flow cytometry, Bim-Bfl-1 binding inhibition; inhibition, % at 10 µM; 0.12% of 190,000 active; AID 1008;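 further: 0% = wells without compound plus tracer and 100% = blocker peptide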
Bcl-W Bim block = disrupts Bim peptide binding to human Bcl-W. Q92843. bead-based flow cytometry. inhibition, % at 10 µM. 0.02% of 190,000 active. AID 952;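 further: 0% = bound tracer without compound and 100% = peptide blocker; higher means less fluorescent Bim peptide bound to Bcl-W beads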
GSH fluor = compound fluoresces at 488/530 nm on GSH beads. GSH beads flow cytometry, compound fluorescence 488/530 nm; stronger effect = higher value. fluorescence (KMESF) at 10 µM. 0.25% of 190,000 active. AID 1776; in the data active means fluorescence above about 89;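 further: glutathione beads carrying GST-tagged Bcl family fusion proteins plus one bare bead set; values are compound well signal with DMSO vehicle wells as background; inactives centre near 16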
ABCB1 inh = human ABCB1 inhibition, ABCG2 as counter-screen. P08183. CCRF-Adr cells, JC-1 efflux, flow cytometry. inhibition, % at 6.6 µM. 0.067% of 190,000 active; in the data active means inhibition above about 40%;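 further: 0% = vehicle and 100% = reference inhibitor; higher value means more JC-1 retained so stronger ABCB1 efflux block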
An asterisk follows results filed as active; ? = inconclusive; [ ] = another dose, or the depositor's remark. Unless noted, no stated cut-off is given here; in the data, active means inhibition above about 40%.

SMILES	RGS4-Gao reg	Bcl-2 Bim block	ABCG2 inh	Bim-Bcl-B	RGS7-Gao reg	Bim-Bcl-XL	Avidin fluor	Bim-Bfl-1	Bcl-W Bim block	GSH fluor	ABCB1 inh
C=CCn1c(=NC(=O)c2cccs2)sc2cc(NC(C)=O)ccc21	154*[activator]	-4	1	-3	152*[activator]	3	6	-5	0	18	0.3
CC(=O)/C(=N/Nc1ccccc1C)N1CCOCC1	100	1	1	0	96	-3	16	2	-2	16	0.2
Cc1ccc(C(=O)NC2(C(Cl)Cl)N=C(c3ccccc3)N=C2N)cc1 (stereo unspecified)	101	3	0	0	100	0	8	6	-1	11	-0.1
COc1ccc(NC(=O)CN2C(=O)c3cccc4cccc2c34)c(OC)c1	97	-1	2	-1	100	1	36	-2	-3	12	0.3
CCC(O)c1c(-c2ccccc2)nn(C)c1Cl (stereo unspecified)	104	-4	16	-2	101	-3	6	-7	-2	15	-0.3
Cc1nc2c(C)cccn2c1/C(O)=C1\C(=O)C(=O)N(CCN2CCOCC2)C1c1cccs1 (stereo unspecified)	97	0	2	-1	94	-3	23	-1	-1	9	0.4
COC(=O)c1ncccc1SC	102	-3	5	3	106	1	16	-3	0	10	0.0
COc1ccc(N=C/C=C2\C=C(c3ccccc3)OC(C)(C)O2)cc1	98	3	0	-4	101	-1	4	0	0	28	-0.1
CCCN(CCC)C(=O)Cn1c(=O)c2sccc2n2c(=S)sc(-c3ccccc3)c12	99	-3	-3	-10	99	-4	6	-2	-2	19	-0.3
O=C(O)C1CSC2(c3ccc(Br)cc3)CCC(=O)N12 (stereo unspecified)	104	-1	6	0	97	0	15	-4	-3	11	0.4
CC1(C)Cc2ccccc2-c2nnc(SCC(=O)Nc3ccc4c(c3)OCO4)n21	105	-10	2	-12	100	-5	12	-13	0	32	0.8
COC(=O)c1cc(F)c(-n2cncn2)c(F)c1	96	-1	6	-3	97	1	4	-1	0	18	1.2
CC(=O)C1=C(C)NC(=O)NC1c1ccccc1 (stereo unspecified)	97	-3	0	-6	100	-5	7	-4	-2	5	0.1
CCOC(=O)c1c(-c2ccccc2)nc2ccccn12	96	5	2	1	96	0	20	0	0	53	0.0
O=C(O)CCCCCNC(=O)c1cccc(Br)c1	103	-5	0	-4	104	-2	38	-4	-3	13	0.2
O=C(CCCSc1ccccc1)Nc1nc(-c2ccccn2)cs1	95	1	0	-4	106	-2	11	2	0	6	-0.2
Nc1c(C(=O)c2ccccc2)oc2ccc(Br)cc12	102	-3	-2	-5	101	-7	3	-6	0	18	-0.6
Cc1cc(C)c(C#N)c(SCC(=O)Nc2ccc3c(c2)OCO3)n1	97	-4	4	-2	94	-5	11	-1	-3	33	0.2
Cc1cccc(C(=O)NCCN2CCN(c3ccccc3)CC2)c1	100	-2	4	-6	100	-1	30	-10	1	22	0.9
O=C(COC(=O)c1ccccc1)c1ccc(Br)cc1	92	-7	3	-2	90	7	12	-11	0	36	0.0

6 compounds picked at random from those above, as already listed:
SMILES	RGS4-Gao reg	Bcl-2 Bim block	ABCG2 inh	Bim-Bcl-B	RGS7-Gao reg	Bim-Bcl-XL	Avidin fluor	Bim-Bfl-1	Bcl-W Bim block	GSH fluor	ABCB1 inh
O=C(O)CCCCCNC(=O)c1cccc(Br)c1	103	-5	0	-4	104	-2	38	-4	-3	13	0.2
Cc1cc(C)c(C#N)c(SCC(=O)Nc2ccc3c(c2)OCO3)n1	97	-4	4	-2	94	-5	11	-1	-3	33	0.2
O=C(CCCSc1ccccc1)Nc1nc(-c2ccccn2)cs1	95	1	0	-4	106	-2	11	2	0	6	-0.2
CCC(O)c1c(-c2ccccc2)nn(C)c1Cl (stereo unspecified)	104	-4	16	-2	101	-3	6	-7	-2	15	-0.3
Nc1c(C(=O)c2ccccc2)oc2ccc(Br)cc12	102	-3	-2	-5	101	-7	3	-6	0	18	-0.6
COC(=O)c1cc(F)c(-n2cncn2)c(F)c1	96	-1	6	-3	97	1	4	-1	0	18	1.2

Additional structures follow.
SMILES	RGS4-Gao reg	Bcl-2 Bim block	ABCG2 inh	Bim-Bcl-B	RGS7-Gao reg	Bim-Bcl-XL	Avidin fluor	Bim-Bfl-1	Bcl-W Bim block	GSH fluor	ABCB1 inh
CCCCC1(Cc2ccc([N+](=O)[O-])cc2)C(=O)N(c2ccccc2)N(c2ccccc2)C1=O	114	-4	5	-10	101	2	23	-7	-1	9	2.5
Cc1ccc2oc(=O)c3cnn(CC(=O)NCCc4ccsc4)c3c2c1	98	0	2	-1	98	1	4	7	-2	22	0.6
O=C(Nc1ccc(-c2nnc3n2CCCCC3)cc1)c1cnccn1	96	-8	14	-9	94	-5	12	-19	0	28	1.6
COC(=O)[C@H](CCSC)NC(=O)NCCC1=CCCCC1	104	-10	12	-7	102	-5	11	-8	-5	28	1.1
CCCCCCc1cc2cc(S(=O)(=O)c3ccc(F)cc3)c(=O)oc2cc1O	105	-8	-7	-7	101	-5	15	-17	-2	16	-0.3
Cc1cc2c(ncn2C(C)C)c(N)c1C	106	-4	2	-5	103	-6	10	-6	1	76	0.2
CCCS(=O)(=O)N1CCN=C1SCc1cccc2ccccc12	98	0	1	0	98	1	13	-3	1	9	0.1
Cc1cc(NC(=O)CCN2C(=O)/C(=C/c3ccccc3Cl)SC2=S)no1	101	-7	-7	-1	101	-6	3	-2	-7	11	-1.1
Cc1ccc2c(C)nc(/N=C(\N)NC(=O)N3c4ccccc4Sc4ccccc43)nc2c1	103	-3	-18	-5	101	-7	14	-3	-4	22	-6.2
Clc1ccc(OCc2nc(-c3ccc(Br)o3)no2)cc1	103	-8	1	-6	102	-1	5	-5	0	23	0.2
COc1cccc(C2CC(=O)NC(SC)=C2C#N)c1 (stereo unspecified)	93	-7	3	-7	90	-2	7	-12	0	18	-0.5
CCOc1cc(/C=C2/NC(=O)NC2=O)cc([N+](=O)[O-])c1O	103	-1	0	4	?	5	9	-1	1	9	1.4
CC(=O)Nc1ccc(C(=O)Nc2ccc(S(=O)(=O)NCC3CCCO3)cc2)cc1 (stereo unspecified)	97	1	0	2	97	1	19	0	0	7	0.2
CCCSc1nc2c(cnn2-c2ccc(Cl)cc2)c(=O)[nH]1	104	0	4	4	100	0	33	0	-2	14	0.1
O=C(COc1ccc(Br)cc1CO)Nc1ccc(F)cc1	101	-8	14	-10	100	-4	20	-13	0	30	0.5
O=C1CC(c2ccco2)c2ccc3ccccc3c2N1 (stereo unspecified)	106	-4	1	1	104	-2	13	0	-1	8	0.3
CCCC1=NN(C(=O)Cc2ccc([N+](=O)[O-])cc2)C(O)(C(F)(F)F)C1 (stereo unspecified)	103	-3	2	-4	105	-2	5	-5	-2	21	1.2
CCOC(=O)CC(=O)Nc1ccc(C)cc1	99	-7	7	-7	99	-2	14	-17	2	36	2.1
CCc1nc2sc3c(c2c(=O)n1N)CCC3	105	2	2	-2	107	-4	23	0	0	12	0.7
Cc1nc(C)c(C(=O)N2CCCC(CCC(=O)NCc3ccc(F)c(F)c3)C2)s1 (stereo unspecified)	106	-4	2	-5	97	-6	3	-5	-3	10	1.1
CC(=O)Nn1cnc2c(c1=O)C1(CCCC1)Cc1ccccc1-2	102	-11	15	-6	99	-4	15	-17	0	35	1.0
Cn1c(=O)c2c(nc(N3CCCC3)n2CC(O)CO)n(C)c1=O (stereo unspecified)	97	-5	3	-5	97	-3	8	-2	-2	45	1.3
Cc1cc(C(F)(F)F)nn1Cc1n[nH]c(=S)n1-c1ccc(F)cc1	101	-1	1	-25	105	-6	16	-4	-3	16	0.5
O=C(Nc1ccc(NC(=O)C2CC2)nc1)c1ccccn1	104	-7	4	-4	104	-3	7	-9	0	16	0.1
Cc1ccc(/C=N\NC(=O)C2COc3cc4ccccc4cc3O2)o1 (stereo unspecified)	102	-12	5	-9	97	-9	10	-19	-1	38	0.0
Cc1cccc(-c2cc3nc(C)cc(N4CC(C)CC(C)C4)n3n2)c1 (stereo unspecified)	90	2	1	-3	90	-6	7	0	0	19	1.6
Cc1ccc(CN2CCN(/N=C/c3cccs3)CC2)cc1	99	0	5	-2	97	-4	3	-3	-5	7	1.9
CCN(CC)CCNC(C(=O)Nc1cc(C(F)(F)F)ccc1Cl)c1ccccc1 (stereo unspecified)	103	-9	4	-10	103	-9	16	-13	-4	16	1.6
O=C(COC(=O)[C@H](Cc1ccccc1)NC(=O)c1cccs1)NC1CC1	101	8	1	-1	97	-3	16	4	-2	8	0.3
COc1ccc(N(C(C)C(=O)N/N=C/c2ccc(OC(C)C)cc2)S(C)(=O)=O)cc1 (stereo unspecified)	103	-1	7	-1	104	-2	10	0	-1	9	2.0
O=C(CSc1nnc(CNC(=O)C23CC4CC(CC(C4)C2)C3)n1-c1ccc(F)cc1)Nc1ccccc1	103	-4	11	-8	99	-8	12	-7	-6	13	1.8
COCCNC(=O)C(NC(=O)C1CCCCC1)C(C)C (stereo unspecified)	105	0	0	-3	110	0	10	-1	0	12	1.3
O=C(c1nc2ccccn2c1CNCCCn1cccn1)N1CCCC1	103	-7	1	-2	105	-2	7	-8	0	14	0.9
COc1cc(CNc2ccc3c(c2)OCCO3)ccc1OCC(N)=O	100	0	1	-2	100	2	10	4	5	10	0.2
Cc1cccc2nc(-c3cccnc3)c(Nc3ccccc3)n12	94	0	4	-6	88	0	7	-3	0	20	0.9
Cc1cc(C)nc(SCc2nnc(SCC#N)n2-c2cccc(Cl)c2)n1	98	-5	1	-2	99	1	39	-3	-3	13	0.3
O=c1c2c3c(sc2ncn1/N=C/c1cccnc1)CCCC3	94	-2	3	-3	94	0	16	0	-2	11	0.2
Cc1cc2ncn(S(=O)(=O)N3CCCCC3)c2cc1C	96	-8	1	-8	94	-4	6	-12	2	39	0.3
Cc1nn(C)cc1C(=O)NNC(=S)Nc1ccccc1	109	-2	2	-14	109	-4	20	0	-2	6	0.3
Cc1nnc(NC(=O)c2cccc(S(=O)(=O)N3CCOCC3)c2)s1	103	-6	0	-12	100	-12	6	-7	-7	13	0.1
Cc1ccccc1NC(=O)C1C2CC/C=C\CCC21 (stereo unspecified)	94	-4	1	-6	99	-7	2	-1	-2	9	0.5
O=C(CN1C(=O)/C(=C\c2ccc(F)cc2)Oc2ccccc21)N1CCN(c2ccccn2)CC1	104	0	10	-5	104	-8	4	-1	-2	9	2.2
COc1ccc(/C=N/NC(=O)c2[nH]c3ccc(Br)cc3c2-c2ccccc2)cc1	78	-2	11	5	99	4	9	0	5	14	0.1
C/C(=N\OCC(=O)N/N=C/c1ccccc1O)c1cccs1	98	-6	1	-5	96	-2	8	-8	4	11	0.4
O=C(CCn1c(=O)[nH]c2ccsc2c1=O)N1CCN(Cc2ccc3c(c2)OCO3)CC1	104	-3	0	1	102	-2	32	-3	-3	16	0.1
COc1cccc(NC(=O)COC(=O)C2CCN(S(=O)(=O)c3cccs3)CC2)c1	103	-3	10	-2	100	-2	10	-4	0	22	1.4
Cc1cc(C)c(NC(=O)CSc2nccn2C)c(C)c1	104	0	3	-2	99	-1	14	-2	-3	8	0.2
CCOc1ccc(C(c2c(NC(=O)c3ccccc3)sc(C)c2C)N2CCN(CCO)CC2)cc1 (stereo unspecified)	102	2	3	-3	103	-7	1	0	-4	7	2.5
